# Screening data as filed in PubChem.
# NPY2 pot ag = NPY-Y2 potentiators or agonists, primary screen, cell-based; Neuropeptide Y receptor type 2 (Homo sapiens), P49146; cells expressing NPY-Y2, potentiator/agonist read-out; activation, % at 3.6 µM; actives 0.45% (n = 220,000); AID 1359, 2008; in the data active = activation above about 27%;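 note: cells stimulated with NPY near EC25 plus isoproterenol at EC100; 0% = vehicle plus submaximal agonist and 100% = vehicle plus saturating agonist; some results beyond the cut were filed as inactive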
# BaF3 tox = parental Ba/F3 cell viability inhibition, counter-screen for JAK2V617F inhibitor project, murine pro-B, CellTiter-Glo luminescence; actives 1.1% (n = 220,000); CellTiter-Glo ATP luminescence; AID 1486, 2009; inhibition, % at 5.6 µM;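 active = inhibition above a per-campaign cutoff, the mean inhibition of all tested compounds plus 3 SD, cut at about 27% in these data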;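 note: 0% = DMSO wells and 100% = JAK Inhibitor I control wells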
# NPY-Y1 PAM-ag = NPY-Y1 receptor potentiators or agonists, primary screen, cell-based | AID 1304, 2008 | actives 0.37% (n = 220,000) | NPY-Y1 expressing cells, potentiator/agonist activation | activation, % at 3.6 µM; in the data active = activation above about 33%, passing the limit was not always enough;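 note: cells stimulated with NPY at EC10 then isoproterenol at EC100; 0% = low agonist plus stimulus and 100% = saturating agonist plus stimulus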
# Target sequence (P25929 whole entry, looked up): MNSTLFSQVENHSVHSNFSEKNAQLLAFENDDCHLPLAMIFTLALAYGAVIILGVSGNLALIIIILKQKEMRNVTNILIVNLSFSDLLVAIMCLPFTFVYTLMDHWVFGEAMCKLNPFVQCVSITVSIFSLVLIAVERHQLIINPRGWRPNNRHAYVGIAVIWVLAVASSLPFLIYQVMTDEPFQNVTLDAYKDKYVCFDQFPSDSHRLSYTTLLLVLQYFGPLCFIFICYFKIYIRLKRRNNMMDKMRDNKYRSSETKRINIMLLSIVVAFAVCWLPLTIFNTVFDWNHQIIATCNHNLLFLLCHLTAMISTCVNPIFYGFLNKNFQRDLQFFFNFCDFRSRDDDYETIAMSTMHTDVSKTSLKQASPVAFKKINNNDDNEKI
# NPY Y1 blocker = NPY-Y1 receptor antagonists, primary screen, cell-based | Neuropeptide Y receptor type 1 (Homo sapiens), P25929 | HEK293-CNG Y1 cells, membrane potential fluorescence; NPY at EC95, then isoproterenol | inhibition, % at 3.6 µM | actives 1% (n = 200,000) | AID 1040, 2008;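 active = inhibition above the campaign mean inhibition of all tested compounds plus 3 SD, cut at about 20% in these data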;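 note: 0% = DMSO wells given NPY plus isoproterenol and 100% = isoproterenol alone without NPY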
#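 material = HEK293 cells with Y1 receptor plus CNG channel | also added = NPY 25 nM then isoproterenol 1 µM plus Ro 20-1724 25 µM | schedule = dye 3 h, compound 60 min room temperature, stimulation 45 min | measured by = membrane potential fluorescence | benchmarks = high control isoproterenol alone, low control NPY with isoproterenol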
# S1P4 agonist = S1P4 receptor agonists, primary screen, cell-based; Sphingosine 1-phosphate receptor 4 (Homo sapiens), O95977; S1P4-expressing cell line, agonist reporter assay; activation, % at 4.98 µM; actives 0.35% (n = 220,000); AID 1509, 2009; in the data active = activation above about 11%;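 note: 0% = DMSO vehicle and 100% = reference agonist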
# Target sequence (O95977 whole entry, looked up): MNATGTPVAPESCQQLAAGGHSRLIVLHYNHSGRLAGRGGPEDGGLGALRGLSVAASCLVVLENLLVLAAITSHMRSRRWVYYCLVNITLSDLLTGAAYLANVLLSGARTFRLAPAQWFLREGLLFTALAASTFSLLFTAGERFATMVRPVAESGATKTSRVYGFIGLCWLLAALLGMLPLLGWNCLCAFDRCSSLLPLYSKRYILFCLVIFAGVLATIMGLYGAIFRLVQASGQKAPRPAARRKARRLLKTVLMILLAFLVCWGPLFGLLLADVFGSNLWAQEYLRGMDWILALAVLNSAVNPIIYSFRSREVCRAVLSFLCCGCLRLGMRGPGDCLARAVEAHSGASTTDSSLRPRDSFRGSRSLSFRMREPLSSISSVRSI
# Runt-CBFb FRET = inhibitors of RUNX1 Runt–CBFb binding, primary screen, biochemical, FRET, Cerulean-Runt, Venus-CBFb, uHTS; Runt-related transcription factor 1 (Homo sapiens) + Core-binding factor subunit beta …; Cerulean-Runt/Venus-CBFb FRET ratio 530/480, 1 h; inhibition, % at 20 µM; actives 0.46% (n = 220,000);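 active = inhibition over about 50% at 20 µM in the single-dose screen, limit read from the data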;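 note: 0% = DMSO wells and 100% = excess unlabeled CBFb competitor control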
#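 Schedule: protein complex preformed 1 h, compound exposure 1 h, room temperature, dark; test system: Cerulean-labeled Runt domain protein; amount: 100 nM per protein; buffer or medium: Tris 50 mM pH 7.5, KCl, K2SO4, 0.01% BSA; read-out: loss of energy transfer signal; detection: FRET fluorescence; controls: 5 µM unlabeled CBFb as full-inhibition high control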
# RBBP9 inh = human RBBP9 inhibitors, primary screen, biochemical, fluorescence polarization, FP-Rh probe, HTS; AID 1515, 2009; inhibition, % at 7.94 µM; actives 0.2% (n = 220,000); recombinant RBBP9;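 active = inhibition above the campaign mean of all tested compounds plus 3 SD, cut at about 14% in these data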;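 note: plate controls were DMSO wells with RBBP9 for no effect and wells lacking RBBP9 protein for full effect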
# Target sequence (O75884 whole entry, looked up): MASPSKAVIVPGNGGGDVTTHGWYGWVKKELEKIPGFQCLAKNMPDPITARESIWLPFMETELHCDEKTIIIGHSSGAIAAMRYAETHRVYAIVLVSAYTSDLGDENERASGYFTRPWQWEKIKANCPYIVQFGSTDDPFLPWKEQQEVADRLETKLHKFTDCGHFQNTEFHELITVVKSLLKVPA
#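 system = RBBP9 protein | input = RBBP9 at 2.5 µM in dispensed solution, before mixing | measured by = fluorescence polarization (mP), excitation 525 nm, emission 598 nm | incubation = enzyme-compound preincubation 30 min, then probe labeling 45 min, 25 °C | buffer or medium = Tris-NaCl-Pluronic buffer, pH 8.0 | compound = single dose 7.94 µM | also added = FP-Rh probe, 375 nM dispensing solution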
# Ba/F3 V617F tox = reduced viability of JAK2V617F-dependent Ba/F3 cells, primary screen, JAK2V617F inhibitor project, cell-based, Ba/F3 EpoR-JAK2V617F, luminescence | actives 1.1% (n = 220,000) | ATP luminescence | AID 1446, 2008 | inhibition, % at 5.6 µM;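 active = inhibition above the campaign mean plus 3 SD over all tested compounds, cut at about 24% in these data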;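 note: cytokine-independent growth of Ba/F3 cells driven by EpoR plus mutant JAK2; 0% = DMSO-treated cells and 100% = JAK inhibitor I control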
# S1P4 antag = S1P4 receptor antagonists, primary screen, cell-based | Sphingosine 1-phosphate receptor 4 (Homo sapiens), O95977 | S1P4-expressing cells, antagonist mode, reporter read-out | inhibition, % at 4.98 µM | actives 0.26% (n = 220,000); in the data active = inhibition above about 29%;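 note: 0% = wells stimulated with agonist and 100% = vehicle wells without agonist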
# Active calls of the source: *; / = not tested or not shown; & = joins results of further samples.
# Values run as follows: NPY2 pot ag	BaF3 tox	NPY-Y1 PAM-ag	NPY Y1 blocker	S1P4 agonist	Runt-CBFb FRET	RBBP9 inh	Ba/F3 V617F tox	S1P4 antag
Cc1ccc2c(c1)CC1(CN2C)C(=O)NC(=O)N(c2cc(C)ccc2C)C1=O (stereo unspecified)
  -19	6	30	1	-2.2	3	-3	4	3
CC(C)c1ccc(N=Nc2c(O)[nH]c(=O)[nH]c2=O)cc1
  4	-2	1	/	1.3	-6	-4	-1	-10
CC1(C)CC2(CCO1)NCCN1C(=O)CSC12 (stereo unspecified)
  1	2	-16	6	-0.4	0	-12	1	-8
O=C(N/N=C/c1c(O)n(CCc2ccc(F)cc2)c(=O)[nH]c1=O)c1ccccc1
  -22	2	-5	/	-0.8	3	-8	0	9
CS(=O)(=O)Nc1ccc(Cc2noc(-c3ccc4[nH]cc(CCN)c4c3)n2)cc1
  -21	-2	-12	3	1.4	0	-2	-1	9
O=C(Cn1nc(-c2ccccc2)ccc1=O)N1CCC2(CC1)OCCO2
  -7	3	5	2	1.0	/	-10	1	-6
CN(N)N=Nc1nc2c([nH]1)c(=O)n(C)c(=O)n2C
  -14	-3	-4	/	0.3	1	-5	3	7
OC12Oc3ccccc3C=C1N1CCC2CC1 (stereo unspecified)
  -3	7	-1	-1	0.9	-1	1	7	-12
COc1ccc(NC(=O)N2CCC3(CC2)OCCO3)cc1OC
  8	4	5	9	0.7	-2	0	1	-10
C/C(=N\N1CCN(C)CC1)c1c(O)[nH]c(=O)[nH]c1=O
  -2	5	11	5	-0.1	0	-10	0	-26
COc1ccc(C(=O)C23CN4CN(CN(C4)C2)C3)cc1
  -4	4	-8	-6	0.0	-3	-11	-1	-1
O=c1[nH]c(=O)n(CCC2=CCCCC2)c(O)c1/C=N/N1CCOCC1
  8	-2	13	/	1.7	0	-3	-9	-5
CC12CN3CC(c4ccccc4)(CN(C1)C31CCCCC1)C2=O
  11	0	-9	3	0.5	2	-5	-3	-21
CCOC(=O)c1c(N)n(Cc2ccco2)c2nc3ccccc3nc12
  0	6	1	18	2.0	48	-7	-1	1
CCOc1ccc(C2CC(c3c(O)n(C)c(=O)n(C)c3=O)=NN2)cc1 (stereo unspecified)
  5	0	-1	/	-0.1	-3	-10	-2	7
CCC(=O)c1cc(F)c(N2CCN(CC)CC2)cc1C
  0	0	6	8	-2.1	4	-5	-4	28
CC(C)N1CCN(Cc2cccc3c2OCO3)CC1CCO (stereo unspecified)
  10	5	9	1	2.3	1	-5	3	-2
O=C(O)C12C3CCCC1C32c1ccccc1 (stereo unspecified)
  0	0	2	-2	-0.9	-1	-9	-1	18
C=CCN1C(=O)C2(C(C(=O)OCC)=C(N)Oc3ccccc32)c2c1c1ccccc1oc2=O (stereo unspecified)
  3	1	-5	-3	1.4	0	-10	-2	-10
CC1CN=C(NCCc2ccccc2)S1 (stereo unspecified)
  -5	10	0	0	-0.5	0	-4	4	-24
O=c1c2ccccc2nc(CN2CCCCCC2)n1-c1ccc(F)cc1
  3	9	-7	6	0.0	1	-7	7	-22
CCOC(=O)c1c(N)n(CCCOC(=O)c2ccco2)c2nc3ccccc3nc12
  5	1	5	0	-0.3	72*	-1	0	-14
C=CCn1c(O)c(/C(CC)=N/NC(=S)Nc2ccccc2)c(=O)[nH]c1=O
  -6	2	8	/	-2.0	13	-10	-5	2
CC(=O)OC1N=C(c2ccccc2Cl)c2cc(Br)ccc2NC1=O (stereo unspecified)
  -2	1	26	/	0.9	0	-1	-4	8
O=C(CCNS(=O)(=O)c1ccccc1)Nc1ccc(Cl)cc1C(=O)c1ccccc1
  -20	3	14	-3	0.6	0	-8	-3	-1
O=c1cccc2n1CC1CC2CN(Cc2ccc3c(c2)OCO3)C1 (stereo unspecified)
  6	3	11	-6	1.3	-1	-2	0	-23
CCCCn1c(O)c(/C(C)=N/NC(=O)Nc2ccccc2)c(=O)[nH]c1=O
  -8	1	13	/	0.1	0	-18	-3	2
OC(C#CCN1CCOCC1)(c1ccccc1)C1CCCC1 (stereo unspecified)
  2	1	-17	8	0.3	0	-9	-2	-6
O=C(N/N=C/c1c(O)n(Cc2ccc(F)cc2)c(=O)[nH]c1=O)c1ccccc1
  -4	2	3	/	-0.4	1	-3	-2	-7
COc1ccccc1-n1c(O)c(C=NCc2ccc3c(c2)OCO3)c(=O)[nH]c1=O
  -1	3	6	6	-2.5	1	-12	-1	3
O=C1CC(N2CC=C(c3ccccc3)CC2)C(=O)N1c1ccc(F)cc1 (stereo unspecified)
  -11	8	6	-3	0.8	-1	5	1	1
CN(C)C(=O)Oc1noc2cc(Cl)ccc12
  -3	0	13	/	2.3	0	-10	-1	-8
O=C1CN=C(c2ccc[nH]2)c2cc(Cl)ccc2N1
  1	37*	3	/	-0.5	-1	-10	54*	10
Cc1ccc(N2C(=O)NC(=O)/C(=C\c3cnc(-c4ccccc4)nc3)C2=O)cc1
  -5	6	9	-1	1.5	1	5	-1	-8
CSCCC(N=Cc1c(O)n(-c2ccc(Br)cc2)c(=O)[nH]c1=O)C(=O)OC(C)(C)C (stereo unspecified)
  11	1	-17	3	-2.2	-3	0	-3	-3
CN1CCN(c2ccc(C(N)=O)cc2N)CC1
  -11	0	0	3	2.0	-4	-11	-1	-4
O=C(Cc1ccccc1)Oc1ccccc1N1C(=O)CCC1=O
  -16	4	-21	13	-1.9	-1	-5	3	-8
CN1CCN(/N=C/c2c(O)n(Cc3ccc(F)cc3)c(=O)[nH]c2=O)CC1
  -6	-2	-1	/	0.0	3	-11	-2	0
COc1ccc(OC)c([C@@H](O)[C@H](C)NC(C)(C)C)c1
  27	2	12	-3	0.9	2	0	-4	-20
COc1ccc2c(c1)c(C(=O)O)c(C)n2CC(C)C
  4	0	-8	-1	-1.6	-2	-9	-2	13
CN(C)C1(c2nnnn2CCOC(=O)Nc2ccc(Cl)cc2)CCCCC1
  3	5	9	2	3.0	-2	4	-2	-10
C[N+]1(C)[C@@H]2CC(OC(=O)[C@H](CO)c3ccccc3)C[C@H]1[C@@H]1O[C@@H]12 (stereo partly specified)
  -3&1	10&-3	0&6	0&2	1.1&1.8	-3&1	-8&-8	3&-1	-11&9
COc1ccc(-n2c(O)c(C=NCCCn3ccnc3)c(=O)[nH]c2=O)cc1
  -5	2	-2	0	-2.1	-2	-13	0	-13
Cc1nn(CCC#N)c2c1P(=S)(N1CCCC1)OC(c1ccc(F)cc1)=N2 (stereo unspecified)
  0	1	6	2	-0.1	46	-11	-1	5
Cc1cccc(C)c1NC1=NCCCS1
  0	0	7	-5	-0.3	-1	-7	-3	6
CC(c1ccccc1)n1cncc1C(=O)N1CCCC1=O (stereo unspecified)
  1	2	1	5	-1.2	-1	-2	-1	-4
Cc1cccc(NC(=O)CSc2nnc([C@@H](N)Cc3c[nH]c4ccccc34)o2)c1C
  14	5	21	-3	0.4	-2	-8	-1	-7
COc1cc2c(cc1OC)C(C(=O)N(C)C1CCCCC1)C1CCCCN1C2=O (stereo unspecified)
  12	1	-2	2	0.6	4	-6	0	-10
O=C(N/N=C/c1c(O)n(-c2ccccc2)c(=S)[nH]c1=O)c1ccccc1
  -5	1	-19	/	0.5	14	-5	0	0
CC(C)CNC(=O)c1c(N)n(Cc2ccc3c(c2)OCO3)c2nc3ccccc3nc12
  -21	6	10	0	2.8	14	-6	3	-14
O=c1c2ccccc2nc(/C=C\c2ccccc2[N+](=O)[O-])n1-c1ccccc1O
  31	4	14	/	-0.5	0	-8	1	7
O=C(COc1ccccc1)N1CCN(CCN2C(=O)c3cccc4cccc(c34)C2=O)CC1
  -6	6	13	-4	-0.5	-4	-4	0	-20
BrCC1C[n+]2c(SCc3ccccc3)nc3sc4c(c3c2O1)CCCC4 (stereo unspecified)
  -53	1	-17	/	-2.4	0	1	8	-5
Cc1ccc(C(=O)O)cc1N=Nc1c(O)[nH]c(=O)[nH]c1=O
  -12	4	10	-4	1.0	-2	0	4	18
CC(=Nc1ccc2c(c1)CCC2)c1c(O)n(-c2ccccc2)c(=O)[nH]c1=O
  -1	-2	16	/	-1.3	-4	-2	2	3
CCCC(C)C1(CC)C(=O)NC(=Nc2ccccc2OC)NC1=O (stereo unspecified)
  5	-1	4	3	-0.3	1	-3	-3	6
O=C1NC(=O)C(=Cc2ccc(N3CCN(C(=O)c4ccccc4)CC3)c([N+](=O)[O-])c2)C(=O)N1
  -5	2	3	-2	0.1	15	2	-1	-3
CN(C(=O)Oc1ccc(C(=O)c2ccc(Cl)cc2)cc1)c1ccccc1
  3	1	-8	-2	0.0	0	-5	2	-3
O=C1C2CCCN2C(c2cccs2)N1c1ccccn1 (stereo unspecified)
  -24	1	1	1	-2.0	-2	-1	-2	-9
O=C(Cn1ncc2c3ccccc3n(Cc3ccccc3F)c2c1=O)N1CCC2(CC1)OCCO2
  9	8	6	-5	-0.2	-10	0	-3	-25

# The list continues:
# Values run as follows: NPY2 pot ag	BaF3 tox	NPY-Y1 PAM-ag	NPY Y1 blocker	S1P4 agonist	Runt-CBFb FRET	RBBP9 inh	Ba/F3 V617F tox	S1P4 antag
O=C(CCC(=O)N1CCC2(CC1)OCCO2)Nc1nnc(C2CCCCC2)s1
  -31	-5	6	/	2.6	2	-6	0	-13
Cc1ccc(/C=C2\C(=O)NC(=O)N(CCc3ccc(F)cc3)C2=O)o1
  -6	1	8	2	2.0	9	-6	-3	-9
CCC(=NCc1ccco1)c1c(O)n(C2CCCCC2)c(=O)[nH]c1=O
  3	1	11	3	-0.2	38	-2	-1	-10
CCCCC1C(=O)NC(=S)NC1=O
  4	5	21	0	0.2	24	11	-1	-3
O=P(O)(O)COc1ccccc1O
  3	2	-3	4	1.7	-1	-8	-4	-21
CC1=CC(=O)C2=C(C)CC(O)C3C(C)C(=O)OC3C12 (stereo unspecified)
  -18	1	-17	1	0.8	-1	-1	2	10

# This is a subset. The share of hits here may be higher or lower than overall.
